Mdm2-MdmX inh = human Mdm2/MdmX binding inhibition | SaOS-2 split-luciferase Mdm2/MdmX complementation, luminescence | O15151+Q00987 | 3% of 330,000 active | inhibition, % at 8 µM;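 active means inhibition of at least 50% at 8 µM in the primary screen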
Target sequence (O15151 whole entry, looked up): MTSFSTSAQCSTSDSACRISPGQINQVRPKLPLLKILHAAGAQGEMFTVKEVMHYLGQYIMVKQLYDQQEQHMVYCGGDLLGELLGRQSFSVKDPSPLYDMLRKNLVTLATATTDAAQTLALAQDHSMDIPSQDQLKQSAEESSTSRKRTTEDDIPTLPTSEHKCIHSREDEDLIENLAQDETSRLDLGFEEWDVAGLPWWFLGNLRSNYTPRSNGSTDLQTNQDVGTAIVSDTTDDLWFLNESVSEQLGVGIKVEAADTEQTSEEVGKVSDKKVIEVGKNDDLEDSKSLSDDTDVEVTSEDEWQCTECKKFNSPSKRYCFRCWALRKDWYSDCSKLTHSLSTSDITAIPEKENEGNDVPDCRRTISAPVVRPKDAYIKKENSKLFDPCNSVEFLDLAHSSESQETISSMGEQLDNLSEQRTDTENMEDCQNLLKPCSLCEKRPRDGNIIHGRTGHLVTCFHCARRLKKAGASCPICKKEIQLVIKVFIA
Target sequence (Q00987 whole entry, looked up): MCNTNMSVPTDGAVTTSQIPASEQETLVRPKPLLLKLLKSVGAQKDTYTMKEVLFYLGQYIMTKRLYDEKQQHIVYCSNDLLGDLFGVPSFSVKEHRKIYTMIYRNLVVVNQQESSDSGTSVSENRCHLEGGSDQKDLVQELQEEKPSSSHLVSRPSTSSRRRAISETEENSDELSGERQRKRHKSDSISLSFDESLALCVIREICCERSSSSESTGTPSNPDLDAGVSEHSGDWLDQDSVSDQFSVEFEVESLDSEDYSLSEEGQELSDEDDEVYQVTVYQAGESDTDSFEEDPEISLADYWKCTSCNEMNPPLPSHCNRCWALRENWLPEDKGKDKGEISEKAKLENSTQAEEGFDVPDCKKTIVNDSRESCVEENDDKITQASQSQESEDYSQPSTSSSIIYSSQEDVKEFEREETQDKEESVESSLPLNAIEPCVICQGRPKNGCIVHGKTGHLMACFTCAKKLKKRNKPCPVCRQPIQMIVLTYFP
XBP1 UPR activ = activators of adaptive arm of unfolded protein response (XBP1) | CHO-XBP1 luciferase reporter, IRE1-XBP1 UPR activation, luminescence; percent of tunicamycin response, DMSO as zero | activation, % at 20 µM | AID 463104 | 0.33% of 330,000 active;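 active means versus positive control, 20 µM dose yields 30% or more activation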;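 further: 100% = tunicamycin at 10 µg/mL and 0% = DMSO only wells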
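incubation = overnight seeding at 37 °C, 6 h compound treatment at 37 °C | assay system = CHO-XBP1 cells stably carrying IRE1-XBP1-driven luciferase reporter | input = 1000 cells per well | detection = luciferase luminescence | dosing = single point, 20 µM final compound, 1% DMSO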
tim10-1 inh = tim10-1 yeast growth inhibition; 2.2% of 330,000 active; AID 463190; inhibition, % at 20 µM; S. cerevisiae tim10-1 ts strain growth, BacTiter-Glo, 24 h;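 active means inhibition of at least 40%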;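 further: mutant grown at 25 °C; 0% = DMSO wells with yeast and 100% = wells holding no yeast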
Jurkat NFkB inh = lowers PMA/ionomycin-induced NF-kB signal in Jurkat cells. PMA/ionomycin-induced NF-kB luciferase reporter, luminescence. inhibition, % at 4 µM. 0.53% of 330,000 active. AID 435003; in the data active means inhibition above about 50%
697 NFkB inh = lowers PMA/ionomycin-induced NF-kB signal in 697 B cells; 697 B-cell NF-kB luciferase reporter, 16 h; 0.33% of 330,000 active; inhibition, % at 4 µM; in the data active means inhibition above about 35%
tim23-1 inh = tim23-1 yeast growth inhibition | S. cerevisiae tim23-1 growth, BacTiter-Glo luminescence, 24 h | inhibition, % at 20 µM | 1.3% of 330,000 active | AID 463212;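 active means growth inhibition of the mutant yeast at or above 50%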;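 further: temperature-sensitive mutant grown at 25 °C; plate controls were DMSO-treated mutant yeast for no effect and medium wells lacking yeast for full effect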
UPR CHOP act = apoptotic UPR (CHOP) activation | activation, % at 10 µM | 0.34% of 330,000 active | CHO-CHOP luciferase reporter, luminescence; percent of tunicamycin response over DMSO baseline | AID 449763;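 active means at 10 µM dose, activation of 40% or more, normalized to positive control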;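 further: 100% = tunicamycin at 10 µg/mL and 0% = DMSO alone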
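System: CHO CHOP reporter cells. Amount: 500 cells per well. Buffer or medium: F12 medium, 10% FBS. Compound dosing: one dose, 10 µM in 0.5% DMSO. Incubation: 6 h compound exposure at 37 °C after overnight seeding. Technique: Steady-Glo luciferase luminescence. Benchmarks: tunicamycin and DMSO controls.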
TIM10 inh = growth inhibitors of TIM10 yeast strain; S. cerevisiae TIM10 strain growth, BacTiter-Glo luminescence, 24 h; inhibition, % at 10 µM; 1.4% of 330,000 active;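 active means inhibition of 40% or more at the single tested concentration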;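 further: wild-type TIM10 isogenic control strain grown at permissive 25 °C; 0% = DMSO yeast wells and 100% = minimal medium wells without yeast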
* hit, by the source's call; nt = not tested or not shown.

Second line of a record – Mdm2-MdmX inh, XBP1 UPR activ, tim10-1 inh, Jurkat NFkB inh, 697 NFkB inh, tim23-1 inh, UPR CHOP act, TIM10 inh
- COc1cccc2cc(C(=O)N3CCCc4ccccc43)oc12
 : 2.4, -1.5, 22.1, 10.0, -18.6, 32.6, 0.8, 19.4
- CN(C)c1ccc(/C=C(/NC(=O)c2ccccc2)C(=O)NCCCn2ccnc2)cc1
 : 12.9, -7.2, -23.2, -3.7, -17.2, -9.9, -0.9, 0.1
- COc1ccc(C2CC(=O)c3c(ccc4ccccc34)N2)cc1OC (stereo unspecified)
 : 30.8, -2.3, 17.0, 0.3, 15.2, 10.3, 0.2, 15.4
- C#CC[N+](CC)(CC)CC#Cc1ccccc1
 : 8.3, 0.2, 10.2, 14.2, 4.7, -11.0, -0.6, 8.5
- CCCCCn1c(SCc2ccncc2)nc2cc(C(=O)NCc3ccco3)ccc2c1=O
 : 23.7, -0.9, 29.8, -21.1, -15.9, 44.4, -0.2, 20.7
- COc1cccc(Nc2nc(-c3ccccc3O)nc3ccccc23)c1
 : 24.7, 3.9, -23.9, -22.9, 0.1, 6.7, 8.9, 12.6
- Cc1ccc(OCCC(=O)Nc2ccc(S(=O)(=O)Nc3cc(C)nc(C)n3)cc2)cc1
 : 27.6, -1.8, 10.2, 15.0, -2.8, 7.8, 0.6, -5.2
- CCOC(=O)c1cnc(C(F)(F)F)nc1Oc1ccccc1
 : 12.0, -0.9, 13.0, -9.2, 1.9, 15.3, 0.7, -9.5
- O=C(Cn1cnc2ccccc2c1=O)N/N=C/c1ccc(Br)cc1
 : -0.6, -0.1, 18.9, 7.8, 12.1, 2.2, 1.6, 10.2
- CCC(C)CCN1C(N(C)C)=NC[C@@H]1CC(C)C (stereo partly specified)
 : 21.5, -1.2, 9.3, -6.2, -14.7, 6.3, -1.3, 3.5
- C=CCNC(=S)NNC(=O)c1ccc(Br)cc1
 : -1.5, -1.7, 21.2, -2.3, -18.3, 9.8, -1.3, -10.7
- O=C(c1ccccc1Br)N1CCN(c2ccccc2)CC1
 : 5.7, -1.6, 85.5*, 8.9, 14.4, 26.7, 0.5, 0.7
- CSc1ncccc1C(=O)Nc1ccc2nc(C)sc2c1
 : 12.8, -0.7, 13.5, -2.4, 5.8, 6.9, 2.1, 4.4
- Cn1ccnc1SCC(=O)Nc1cc(C(F)(F)F)ccc1N1CCOCC1
 : 7.1, -0.2, 16.5, 5.7, -8.8, 4.6, -0.5, -6.9
- COc1cccc(C2=NOC(C(=O)Nc3cccnc3Cl)C2)c1OC (stereo unspecified)
 : 15.6, -2.0, 4.0, -1.3, 13.4, 6.5, -1.8, -7.6

Given comma-delimited: part of the list above
SMILES,Mdm2-MdmX inh,XBP1 UPR activ,tim10-1 inh,Jurkat NFkB inh,697 NFkB inh,tim23-1 inh,UPR CHOP act,TIM10 inh
CN(C)c1ccc(/C=C(/NC(=O)c2ccccc2)C(=O)NCCCn2ccnc2)cc1,12.9,-7.2,-23.2,-3.7,-17.2,-9.9,-0.9,0.1
COc1ccc(C2CC(=O)c3c(ccc4ccccc34)N2)cc1OC (stereo unspecified),30.8,-2.3,17.0,0.3,15.2,10.3,0.2,15.4
C#CC[N+](CC)(CC)CC#Cc1ccccc1,8.3,0.2,10.2,14.2,4.7,-11.0,-0.6,8.5

The results go on:
Second line of a record – Mdm2-MdmX inh, XBP1 UPR activ, tim10-1 inh, Jurkat NFkB inh, 697 NFkB inh, tim23-1 inh, UPR CHOP act, TIM10 inh
- CC(=O)c1ccc(S(=O)(=O)Oc2ccc(C(=O)O)cc2Cl)cc1
 : -3.5, -2.1, 0.5, 4.4, -14.6, 9.4, 0.1, -9.0
- CC(=O)Nc1ccc(S(=O)(=O)NNC(=O)COc2ccc(Cl)cc2Cl)cc1
 : 6.2, -1.5, 2.5, 4.5, 22.2, 2.7, -1.2, -11.6
- COc1ccc(C(=O)COC(=O)CCN=C2NS(=O)(=O)c3ccccc32)c(OC)c1
 : 1.0, 1.2, -1.0, 15.8, 23.0, 7.9, 1.3, 6.2
- CC(=O)c1c(N)[nH]c(-c2ccccc2)nc1=S
 : -22.7, 5.8, 25.6, -69.3, -69.4, 19.2, 2.0, 2.8
- Cc1ccc(NC(=O)NNC(=O)c2ccccc2)cc1
 : 14.1, 1.9, -3.5, -4.3, 9.5, 2.0, 6.5, -2.0
- COc1ccc(C(=O)NCc2nnc(SCC(=O)N3CCCCCC3)o2)cc1OC
 : 17.1, -6.7, 1.0, 8.6, 2.4, -15.4, 0.4, 13.9
- Cc1sc(NC(=S)NC(=O)c2ccc(C(C)(C)C)cc2)c(C#N)c1C
 : 46.6, -1.7, 20.2, -14.7, -39.4, 10.6, 0.8, 9.6
- COc1cccc(C(=O)N(Cc2ccc3c(c2)OCO3)Cc2nc3ccccc3c(=O)[nH]2)c1
 : 0.4, -1.0, 14.2, 9.4, 13.8, 8.1, 1.3, 20.2
- COc1ccccc1NC(=O)COc1ccc(CO)cc1Cl
 : -60.1, 3.1, 21.3, -84.7, -3.0, 29.1, 3.6, 4.9
- COc1ccccc1C(=O)COC(=O)c1ccccc1OCC(=O)Nc1ccc(SC(F)F)cc1
 : 40.4, 2.7, 11.2, 12.6, 0.8, 3.9, 7.4, 1.0
- O=C(COc1cc(Cl)c(Cl)cc1Cl)NCCc1ccccn1
 : -3.5, 4.3, 22.9, 0.3, 5.6, 8.5, -0.6, 7.6
- COc1ccc([N+](=O)[O-])cc1N(CC(O)Cn1nnc2ccccc21)S(=O)(=O)c1ccc(C)cc1 (stereo unspecified)
 : 9.2, -1.1, 21.7, 5.7, -6.5, 13.3, -1.6, 19.0
- CSc1ccccc1NC(=O)Nc1ccc(Cl)cc1
 : -43.3, 4.9, 16.6, -53.8, -72.9, 38.7, 3.9, 38.4
- CCOC(=O)C1(Cc2ccccc2)CCN(Cc2ccc3cc(NC(C)=O)ccc3n2)CC1
 : 2.2, -1.6, 5.2, -12.2, -6.7, 10.9, -2.2, -22.3
- CC(C)(C)NC(=O)NC(=O)COC(=O)c1cccc(OC(F)F)c1
 : 15.8, -0.2, 21.3, 1.3, 8.6, 18.5, -1.4, 22.0
- Fc1ccc(OCc2nnc(SCCN3CCOCC3)o2)cc1
 : -7.6, -0.8, 14.6, -69.2, -57.4, 11.6, 0.7, -7.2
- Cc1nn(-c2ccccc2)c(C)c1/C=C/C(=O)OCC(=O)Nc1ccc(S(N)(=O)=O)cc1
 : 3.9, 3.9, -2.6, 10.7, 5.6, -3.3, 1.6, 1.3
- CCS(=O)(=O)N1CCC(C(=O)NCCC2=CCCCC2)CC1
 : 14.8, 0.2, 16.7, -8.6, 4.0, 8.1, 3.4, 12.1
- COC(C(=O)NC(C(C)C)C(C)C)c1ccccc1 (stereo unspecified)
 : -9.9, -0.1, 1.8, -3.6, 3.1, 5.9, -0.8, 9.6
- COc1ccccc1N(C(=O)CNC(=O)c1ccco1)C(C(=O)NC1CCCC1)c1ccco1 (stereo unspecified)
 : 11.8, -2.5, 1.5, 0.8, 11.7, 12.0, 2.8, -8.4
- Cc1oc2cc3oc(=O)c(CCC(=O)NC4CC4)c(C)c3cc2c1C
 : -51.0, -0.9, -1.0, -21.2, -0.8, 19.2, 8.4, -13.6
- Cc1ccc(S(=O)(=O)N(C)CC(=O)NCC(=O)Nc2ccc(F)c(F)c2F)cc1
 : 32.6, -3.6, 2.2, 9.5, 17.0, 5.8, 0.7, -8.7
- O=C1C2C3CCC(C3)C2C(=O)N1CNc1ccccc1 (stereo unspecified)
 : 6.9, -3.2, 13.4, 11.1, 15.3, 13.1, 0.1, 3.6
- COc1ccc(/C=C(\NC(=O)c2ccccc2)C(=O)N2CCN(C)CC2)cc1OC
 : 12.8, -1.8, -6.2, -3.1, 14.9, -7.0, -0.2, -4.6
- Cn1c(=O)[nH]c(=O)c2[nH]c(CN3CCN(C(=O)c4ccco4)CC3)nc21
 : 0.8, 0.1, 12.6, 4.7, 2.5, 2.5, 0.4, -2.7
- O=C(CSc1nnc(Cc2ccccc2)o1)NCc1ccco1
 : -8.4, 1.6, 14.1, 4.7, -1.8, 6.4, -2.5, 7.3
- COc1ccc(-c2[nH]ncc2CN2CCCO2)c(F)c1
 : 1.0, -1.4, -3.4, 5.7, -3.2, 5.7, -0.4, -6.8
- O=C(C1CCN(S(=O)(=O)c2cccc3nsnc23)CC1)N1CCn2c1nc1ccccc12
 : 21.9, -0.9, 41.8*, 1.5, 6.3, 29.6, -0.8, 31.9
- CN(C)Cc1nnnn1-c1cccc(-n2nnnc2CN(C)C)c1
 : 28.5, -0.8, 11.8, -0.2, 7.9, 4.3, 0.9, 16.8
- CCOc1ccccc1NC(=O)c1c(Br)cnn1C
 : 0.9, 1.7, 1.4, -0.6, -18.4, 8.1, -2.2, 10.2
- COc1ccccc1NC(=O)N1CCCC1C(=O)NCCc1ccccc1 (stereo unspecified)
 : -4.2, -3.1, 1.6, -4.2, 0.1, 5.9, 5.8, 12.7
- CN1C(=O)NC(c2ccccc2Cl)C2=C1CC(C)(C)CC2=O (stereo unspecified)
 : -36.7, -1.1, 25.2, -6.8, -4.1, 21.3, -0.8, 4.5
- Cc1cc(C)cc(NC(=O)CCc2ccc(C)o2)c1
 : -18.8, -3.0, 19.8, 0.3, -24.1, 6.6, 3.0, 16.7
- CC(C)NS(=O)(=O)c1ccc(N2C(=O)c3ccccc3C2=O)cc1
 : -18.5, -1.8, 17.9, -3.6, 16.4, 14.0, 0.3, 12.5
- CC1(c2ccc(Cl)cc2)NC(=O)N(CC(=O)NCc2cccs2)C1=O (stereo unspecified)
 : 3.3, 2.9, 8.6, 2.2, 7.4, -1.8, -1.8, -8.4
- Cn1cccc1CC(=O)NNC(=S)NC(=O)c1ccccc1Br
 : -22.6, -1.7, 13.3, -6.7, 3.6, 4.7, 0.6, 10.8
- CCCNC(=O)CCNC(=O)[C@H](O)C(C)(C)CO
 : 4.1, 2.7, 11.7, nt, 12.3, 31.4, 2.4, -6.0

Filtered by structure: the entries above with fluorine.
Second line of a record – Mdm2-MdmX inh, XBP1 UPR activ, tim10-1 inh, Jurkat NFkB inh, 697 NFkB inh, tim23-1 inh, UPR CHOP act, TIM10 inh
- CCOC(=O)c1cnc(C(F)(F)F)nc1Oc1ccccc1
 : 12.0, -0.9, 13.0, -9.2, 1.9, 15.3, 0.7, -9.5
- Cn1ccnc1SCC(=O)Nc1cc(C(F)(F)F)ccc1N1CCOCC1
 : 7.1, -0.2, 16.5, 5.7, -8.8, 4.6, -0.5, -6.9
- COc1ccccc1C(=O)COC(=O)c1ccccc1OCC(=O)Nc1ccc(SC(F)F)cc1
 : 40.4, 2.7, 11.2, 12.6, 0.8, 3.9, 7.4, 1.0
- CC(C)(C)NC(=O)NC(=O)COC(=O)c1cccc(OC(F)F)c1
 : 15.8, -0.2, 21.3, 1.3, 8.6, 18.5, -1.4, 22.0
- Fc1ccc(OCc2nnc(SCCN3CCOCC3)o2)cc1
 : -7.6, -0.8, 14.6, -69.2, -57.4, 11.6, 0.7, -7.2
- Cc1ccc(S(=O)(=O)N(C)CC(=O)NCC(=O)Nc2ccc(F)c(F)c2F)cc1
 : 32.6, -3.6, 2.2, 9.5, 17.0, 5.8, 0.7, -8.7
- COc1ccc(-c2[nH]ncc2CN2CCCO2)c(F)c1
 : 1.0, -1.4, -3.4, 5.7, -3.2, 5.7, -0.4, -6.8

Screening results (PubChem BioAssay)

Random draw from the library; overall some 6.6% were active at least once.
